OPRM1-OPRD1 inv – inverse agonists of MOR-DOR heterodimerization, primary screen, cell-based, luminescence; Mu-type opioid receptor (Homo sapiens) + Delta-type opioid receptor (Homo sapiens), …; cell-based MOR-DOR heterodimer luminescence, inverse agonism; inhibition, % at 9.3 µM; actives 0.21% (n = 340,000); AID 504357, 2011; in the data active means inhibition above about 22%, passing the limit was not always enough;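 further: 0% = cells with DMSO and 100% = wells without cells with DMSO; values of inactives mirror those of a sister screen read the other way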
Target sequence (P35372 whole entry, looked up): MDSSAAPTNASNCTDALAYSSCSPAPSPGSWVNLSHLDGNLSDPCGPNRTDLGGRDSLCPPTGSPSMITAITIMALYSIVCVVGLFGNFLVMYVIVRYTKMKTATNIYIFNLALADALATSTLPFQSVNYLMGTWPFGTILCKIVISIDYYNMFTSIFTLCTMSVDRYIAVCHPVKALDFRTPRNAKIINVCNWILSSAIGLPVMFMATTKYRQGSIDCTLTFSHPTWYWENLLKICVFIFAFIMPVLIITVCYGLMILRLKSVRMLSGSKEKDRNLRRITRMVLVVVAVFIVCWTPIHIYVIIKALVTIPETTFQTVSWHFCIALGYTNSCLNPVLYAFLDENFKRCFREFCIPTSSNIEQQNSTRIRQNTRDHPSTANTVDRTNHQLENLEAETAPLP
Target sequence (P41143 whole entry, looked up): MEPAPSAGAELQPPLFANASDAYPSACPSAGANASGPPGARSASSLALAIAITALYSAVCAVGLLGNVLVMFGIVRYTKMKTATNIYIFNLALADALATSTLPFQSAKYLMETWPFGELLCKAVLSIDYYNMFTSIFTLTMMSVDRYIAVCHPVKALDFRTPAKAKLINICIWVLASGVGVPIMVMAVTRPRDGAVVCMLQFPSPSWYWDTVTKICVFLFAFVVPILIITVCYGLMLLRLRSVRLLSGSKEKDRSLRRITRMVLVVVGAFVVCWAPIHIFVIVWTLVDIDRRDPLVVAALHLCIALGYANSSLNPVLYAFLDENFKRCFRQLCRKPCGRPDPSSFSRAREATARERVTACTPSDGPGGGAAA
HTR5A inv ctr – HTR5A inverse agonists in luminescence cell assay, primary screen, counter-screen for OPRM1-OPRD1 heterodimer inverse agonist project, full-deck HTS | HTR5A cell line, inverse agonism | inhibition, % at 9.3 µM | actives 0.083% (n = 340,000); in the data active means inhibition mostly above about 23%, no sharp cut-off; inactive means mostly below about 18%;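 further: 0% = cells with DMSO and 100% = no-cell wells with DMSO; some compounds called inactive have numbers as strong as hits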
MOR-DOR ag – agonists of OPRM1-OPRD1 heterodimerization, primary screen, cell-based, luminescence. activation, % at 9.3 µM. cells. actives 0.3% (n = 340,000). Mu-type opioid receptor (Homo sapiens) + Delta-type opioid receptor (Homo sapiens), …; in the data active means activation above about 18%;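 further: 0% = vehicle-treated cells and 100% = reference agonist; values of inactives mirror those of a sister screen read the other way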
E coli growth – E. coli V3065 growth inhibition, primary screen, counter-screen for AddAB inhibitor project, absorbance, OD600; 18 h; inhibition, % at 11.9 µM; actives 0.27% (n = 330,000); AID 449728, 2010;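 active means inhibition above the campaign's mean inhibition across all tested compounds plus 3 SD, cut at about 9.9% in these data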;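 further: uninfected addAB+ strain grown without phage in ampicillin broth; 0% = DMSO wells and 100% = ciprofloxacin 0.95 µg/ml wells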
AddAB inh – growth inhibition of E. coli expressing H. pylori AddAB, primary screen, AddAB inhibitor project, absorbance. actives 0.29% (n = 330,000). inhibition, % at 11.9 µM. AID 435030, 2010; in the data active means inhibition above about 12%;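 further: 0% = vehicle wells of infected cells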
PKA-R2B activ – activators of PKA-R2B holoenzyme, primary screen, biochemical, fluorescence polarization, Cy5-IP20, human | cAMP-dependent protein kinase catalytic subunit beta (Homo sapiens) + cAMP-dependent … | PKA-R2B holoenzyme dissociation; R2B truncated from residue 108, S112A mutant; 0% DMSO only, 100% 113 µM cGMP | activation, % at 11.4 µM | actives 0.079% (n = 340,000) | AID 504700, 2011;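 active means activation above a cutoff set at the mean over all compounds plus 3 SD, cut at about 18% in these data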;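 further: higher means more holoenzyme dissociation and a rise in polarization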
Tat export inh – E. coli Tat export inhibitors, primary screen, MC4100, TorA-mCherry reporter, fluorescence, single point. inhibition, % at 10 µM. AID 488895, 2010. actives 0.036% (n = 340,000);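 active means mean replicate inhibition at least 50% and at least half of replicates individually reaching 50%; inconclusive means only one of the two criteria met; inactive means neither criterion met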;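 further: exported cargo escapes ClpAP degradation while cytoplasmic cargo is degraded and loses fluorescence; 0% = median of neutral control wells and 100% = median of NaSCN control wells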
phage Ecoli inh – growth loss of phage-infected E. coli, primary screen, RecBCD inhibitor project, absorbance, with phage, HTS; actives 0.26% (n = 360,000); AID 651602, 2012; inhibition, % at 11.9 µM; in the data active means inhibition above about 11%
PKA-R1A activ – activators of PKA-R1A holoenzyme, primary screen, biochemical, fluorescence polarization, Cy5-IP20, bovine R1A, mouse PKAc; cAMP-dependent protein kinase type I-alpha regulatory subunit (Bos taurus) + …; PKA-R1A dissociation; scaled: DMSO 0%, 113 µM cGMP 100%; activation, % at 11.4 µM; AID 504707, 2011; actives 0.083% (n = 340,000);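 active means percent activation above the mean of all tested compounds plus 3 SD, cut at about 19% in these data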;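 further: higher means more PKAc released from R1A so a rise in polarization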
PfHsp90 yeast 2 – growth inhibition of PfHsp90-expressing yeast, primary screen, antimalarial PfHsp90 inhibitor project, S. cerevisiae, BacTiter-Glo luminescence, single point, set 2; BacTiter-Glo ATP, 48 h; yeast lacking PDR1 and PDR3 efflux regulators; inhibition, % at 9.4 µM; actives 0.32% (n = 310,000);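 active means every replicate shows inhibition above about 80%, whatever the replicate mean, limit read from the data; inconclusive means mean inhibition reaches the set limit but some replicate falls short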;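 further: 0% = DMSO neutral controls and 100% = 20 µM radicicol positive controls; yeast relying on Plasmodium falciparum Hsp90 in place of its own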
SUMO Mot1 rescue – yeast Mot1-301 growth rescue at high temperature, primary screen, SUMOylation pathway inhibitor project, S. cerevisiae, ATP luminescence, 38.5C; S. cerevisiae Mot1-301 growth rescue; percent above DMSO median, 100 means doubled; growth rescue, % at 18.8 µM; actives 1% (n = 320,000);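 active means every valid replicate shows activation above 250% relative to neutral control wells; inactive means the rest, any valid replicate at or below 250%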;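 further: OY570 slx delta 5 strain wells were the positive control but not used for scaling; some compounds called inactive have numbers as strong as hits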
The depositor's hits bear a star; u = inconclusive; x = not tested or not shown. Not a hit list. Share with any hit: about 2.2%.

SMILES	OPRM1-OPRD1 inv	HTR5A inv ctr	MOR-DOR ag	E coli growth	AddAB inh	PKA-R2B activ	Tat export inh	phage Ecoli inh	PKA-R1A activ	PfHsp90 yeast 2	SUMO Mot1 rescue
Cc1ccc(S(=O)(=O)N2CCN(C(=O)COC(=O)c3ccc([N+](=O)[O-])o3)CC2)c(C)c1	-14	12	3.6	-1.9	0.6	5	-2	2.8	8	-18	4
CC(C)NS(=O)(=O)c1ccc(OCC(=O)Nc2ccccc2F)cc1	4	0	-0.7	-1.8	-1.1	-2	-3	1.7	4	-22	-5
O=C(Nc1ccccc1N1CCOCC1)c1ccc(F)c(S(=O)(=O)N2CCOCC2)c1	1	0	-0.2	0.0	0.3	-5	-1	3.4	-5	-6	-17
c1ccc(-c2ccccc2OCCN2CCCC2)cc1	15	-2	-3.0	0.2	0.7	0	-5	3.2	3	17	11
Cc1cccc(NC(=S)N(Cc2ccc(Cl)cc2)Cc2ccc(C(=O)O)cc2)c1	19	3	-3.6	4.3	3.6	-8	0	0.8	-3	0	x
Cc1ccccc1Nc1nc(N)nc(COC(=O)c2ccc(O)cc2)n1	6	12	-1.0	-1.0	5.3	6	-6	2.8	-4	2	-12
Cc1cc(C(=O)NNC(=O)c2ccc(F)cc2)c(C)s1	-2	-1	0.4	0.4	-3.0	-4	u	2.2	2	-11	5
CSc1nc(N2CCOCC2)c2c(c1C#N)CC(C(C)C)OC2 (stereo not drawn)	-5	6	1.1	x	x	-9	5	0.5	-1	-29	-12
O=c1c2ccccc2nnn1-c1ccccc1	14	-2	-2.7	x	x	-10	3	2.8	3	1	x
Clc1ccc(Nc2ccc3ccccc3n2)cc1	-8	-7	1.4	1.5	5.2	-13	-3	-0.8	-19	-28	31
CCCCCCN1C=CC(=C/C=C(\C#N)C(=O)OCC)C=C1	0	-10	0.0	-3.2	1.4	0	-10	-0.9	9	-2	-3
NC(=O)Cn1c2[n+](c3ccccc31)CC(O)CS2 (stereo not drawn)	x	x	x	-2.9	-1.1	-1	-12	1.5	-1	-11	-16
CC(C)(C)n1ncc2c(=O)n(Cc3c(Cl)cccc3Br)cnc21	-14	15	2.5	0.7	2.1	2	3	1.8	10	-75	14
Cc1ccc(C(C#N)c2ccc(Cl)nn2)cc1 (stereo not drawn)	21	-1	-4.0	0.2	-2.8	2	2	4.9	-6	14	0
CC(=O)c1ccc(OCCOc2ccc([N+](=O)[O-])cc2)cc1	8	7	-1.6	-3.0	0.5	-1	-6	0.5	-17	10	15
Cc1ccc(N2CC(C(=O)OCC(=O)C(C)(C)C)CC2=O)cc1C (stereo not drawn)	-1	17	0.1	1.3	0.6	3	4	4.2	5	x	-4
Cc1ccccc1C(=O)NCCNC(=O)c1ccco1	-16	-6	1.9	0.4	4.1	-6	1	1.6	4	15	0
O=C(NNC(=O)c1ccccc1F)c1ccc(-c2ccc(Cl)cc2)o1	11	7	-2.1	4.0	2.1	0	1	0.7	1	31	-8
CCOc1ccccc1NC(=O)C(NCC1(N2CCCCC2)CCCCC1)c1ccccc1 (stereo not drawn)	20	2	-4.3	0.7	-2.0	-13	-4	3.8	5	6	-15
CCCC(C)NC(=O)/C=C/c1cccc([N+](=O)[O-])c1 (stereo not drawn)	5	7	-1.0	-0.2	3.2	-1	0	4.1	7	x	0
CCC(Sc1nc2cc(OC)c(OC)cc2c(=O)n1CCc1ccc(S(N)(=O)=O)cc1)C(=O)NCCOC (stereo not drawn)	4	-17	-0.7	2.4	2.2	14	-3	2.7	0	14	-2
CC(C)C1(c2ccsc2)NC(=O)NC1=O (stereo not drawn)	10	0	-2.1	x	x	4	-7	2.4	0	7	x
O=C(CN1CCOCC1)Nc1ccccc1NC(=O)C1CCN(c2ncccn2)CC1	-1	-7	0.2	-0.3	-0.6	8	-3	2.1	-4	1	11
C/C(CC(=O)Nc1cccc(C(F)(F)F)c1)=N\NC(=O)c1cnccn1	10	-16	-1.9	-3.2	0.4	11	-3	0.6	8	20	-3
NS(=O)(=O)c1ccc(CCNC(=O)c2ccc(Cl)nc2)cc1	8	10	-1.5	2.5	0.7	6	-2	0.7	-7	-14	16
O=C(CCn1c2c(c3ccccc31)CCCC2)NNC(=O)c1ccccc1Cl	-3	22	0.6	1.1	2.7	5	3	-0.5	-1	-3	2
Cc1noc(NS(=O)(=O)c2ccc(N/C=C\C(=O)c3cccc4ccccc34)cc2)c1C	-3	-20	0.6	2.6	6.3	-10	14	8.7	-11	-21	65
COC(=O)[C@H](C)NC(=O)Nc1ccccc1C(F)(F)F	6	-16	-1.2	1.2	3.6	5	2	3.2	2	x	-5
Cc1cccc(C)c1NC(=O)Nc1ccc2c(c1)OCO2	9	1	-1.5	0.9	1.5	1	-8	3.3	6	x	-11
O=C(Nc1nccs1)c1cc(-c2ccncc2)nc2ccccc12	10	-4	-2.1	1.7	0.6	-9	2	1.7	-6	6	75
Cc1cccc(-n2cnc3sc(C)c(C)c3c2=O)c1	10	-3	-2.1	-1.3	5.0	11	0	1.9	-7	21	20
CCc1cccc(NC(=O)NC(=O)Cn2nnc(C(=O)OC)c2C(=O)OC)c1	11	-7	-2.0	0.9	-1.4	-9	-1	5.0	1	-6	424
CCN=C(NCC)SC1CC(=O)N(c2cccc(OCC)c2)C1=O (stereo not drawn)	-8	2	1.5	0.7	-3.0	4	-3	-1.3	-6	7	10
COc1ccc(NC(=O)C2CC(=O)N(Cc3ccc(C)cc3)C2)cc1S(=O)(=O)N1CCCCC1 (stereo not drawn)	2	8	-0.4	-0.3	-1.6	-11	7	-0.6	11	16	16
O=C(NCc1ccccc1Cl)C1CCC(=O)N(CCCN2CCCC2=O)C1 (stereo not drawn)	-6	-34	1.2	0.8	-0.4	-11	2	1.9	4	9	-6
CCCCSc1n[nH]c(N)n1	5	13	-0.6	-0.1	3.3	1	1	3.6	0	-1	x
Cc1nc(-c2ccc(Cl)cc2)sc1C1(C)CC(c2ccncc2)=NO1 (stereo not drawn)	-25	-13	4.4	1.0	2.3	3	-6	-1.6	-4	29	74
CC1(NC(=O)c2cc(-c3cccs3)nn2-c2ccccc2)CCS(=O)(=O)C1 (stereo not drawn)	26	-21	-4.9	-2.5	-2.6	-2	0	1.6	8	x	5
CCN(C(C)=O)c1cnc(C=NNC(N)=S)c2ccccc12	-3	-22	0.6	x	x	-1	-19	20*	-7	0	x
CC1=NN(C(=O)Cc2ccccc2)C(O)(c2ccccc2)C1 (stereo not drawn)	6	0	-0.9	-0.6	0.3	-10	2	3.6	-6	-15	14
CN(C)CCCNC(=O)C(=O)NCC(c1cccs1)S(=O)(=O)c1ccc(F)cc1 (stereo not drawn)	-4	-4	0.6	-0.6	1.4	-4	-11	-0.5	-10	0	-1
COc1ccc(N(CC(=O)Nc2ccc(F)c(Cl)c2)S(=O)(=O)c2c(C)noc2C)cc1	-33	7	6.3	2.7	3.0	-3	15	2.1	6	-1	25
O=C(CCl)c1cc2c3c(c1)CC(=O)N3CCC2	17	-1	-3.2	-3.0	2.0	-12	-18	0.5	-3	-19	22
Cc1noc(C)c1S(=O)(=O)N(CC(=O)NCc1ccc2c(c1)OCO2)c1ccc(C(C)C)cc1	-6	-17	1.3	-2.3	1.9	-1	11	0.9	5	23	-10
COc1ccccc1NC(=O)N1CCCC1C(=O)Nc1ccc(NC(C)=O)cc1 (stereo not drawn)	-1	-30	0.2	2.2	1.1	2	-6	1.9	4	0	202
C=CCC[C@H](Cc1ccc(F)cc1)C(=O)OC[C@@H](Cc1c[nH]c2ccccc12)NC(=O)[C@H](CC=C)CC(=O)N[C@H](CO)Cc1ccccc1	7	-26	-1.6	-0.5	2.5	0	-17	-0.2	2	-10	-12
CCOC(=O)c1c(C)c(C(=O)NCCCOC)c(C)n1C	-1	-14	0.2	-2.6	-1.2	2	0	2.8	4	x	2
O=C(NNc1ccccc1Cl)C(O)(c1cccc(C(F)(F)F)c1)c1cccc(C(F)(F)F)c1	-33	25	7.5	-1.1	0.9	-6	-5	5.3	-16	-8	-9
CC12CN(C(=O)c3cccc([N+](=O)[O-])c3)C3(C#N)CC1CCC23C (stereo not drawn)	2	0	-0.4	x	x	17	0	2.4	12	-20	-17
Cc1ccc(NCc2nnc3n2CCCCC3)cc1	4	-20	-0.8	0.6	3.9	-4	-18	1.9	-2	-32	-12
Cc1ccccc1OCC(=O)NNC(=O)CN1C(=O)c2ccccc2C1=O	11	-19	-2.5	-1.6	3.0	-1	14	4.6	2	-20	-5

Entries listed above marked active in phage Ecoli inh.
SMILES | OPRM1-OPRD1 inv | MOR-DOR ag | PKA-R2B activ | Tat export inh | phage Ecoli inh | PKA-R1A activ | SUMO Mot1 rescue
CCN(C(C)=O)c1cnc(C=NNC(N)=S)c2ccccc12 | -3 | 0.6 | -1 | -19 | 20* | -7 | x

In another format: 2 of the compounds above
CC1=NN(C(=O)Cc2ccccc2)C(O)(c2ccccc2)C1 (stereo not drawn)
  OPRM1-OPRD1 inv: 6 | HTR5A inv ctr: 0 | MOR-DOR ag: -0.9 | E coli growth: -0.6 | AddAB inh: 0.3 | PKA-R2B activ: -10 | Tat export inh: 2 | phage Ecoli inh: 3.6 | PKA-R1A activ: -6 | PfHsp90 yeast 2: -15 | SUMO Mot1 rescue: 14
CN(C)CCCNC(=O)C(=O)NCC(c1cccs1)S(=O)(=O)c1ccc(F)cc1 (stereo not drawn)
  OPRM1-OPRD1 inv: -4 | HTR5A inv ctr: -4 | MOR-DOR ag: 0.6 | E coli growth: -0.6 | AddAB inh: 1.4 | PKA-R2B activ: -4 | Tat export inh: -11 | phage Ecoli inh: -0.5 | PKA-R1A activ: -10 | PfHsp90 yeast 2: 0 | SUMO Mot1 rescue: -1

Bioassay records deposited in PubChem by several laboratories.
